TbPYK inhibitor – inhibitors of Trypanosoma brucei pyruvate kinase; Q57TT1; TbPYK enzyme, Kinase-Glo Plus ATP luminescence, 45 min; Potency, µM (top dose mostly 76.8 µM), for the others: at the top dose activity, negative = inhibition, actives largely listed as inhibitors; 410,000 compounds, 0.12% hits; further: potency means the concentration at half of the fitted maximal effect; on the % scale 0 is the no-effect control and ±100 the full control effect; nearly all actives have a fitted effect of over 50% in size
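Luminescence from Kinase-Glo Plus, added after a 45-minute room-temperature reaction, served as the end-point read-out. The enzyme and substrate were preincubated with compound before ADP (130 uM final) initiated turnover. Concentration-effect curves came from normalized qHTS data.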
Pf growth 48h – inhibits P. falciparum growth in the first generation, 48 h; P. falciparum luciferase growth in erythrocytes, 48 h; Potency, µM (series often up to 28.7 µM), for inactives: top-dose activity change, negative = inhibition, most hits filed as inhibitors; 310,000 compounds, 5.9% hits; AID 504832; further: potency means the concentration at half of the fitted maximal effect; on the % scale 0 is the no-effect control and ±100 the full control effect
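Luciferase-expressing parasites in RBCs, 2% Hct / 0.1% parasitemia final; RPMI 1640 + 0.5% Albumax; 37 C, 5% CO2, one generation; luminescence read-out, lower signal = inhibition.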
AMA1-RON2 inh – disrupts binding of P. falciparum AMA1 to RON2; AlphaScreen AMA1-biotinylated RON2 peptide binding; Potency, µM (highest dose often 58.2 µM), for inactives: at the highest dose activity change, negative = inhibition, actives largely listed as inhibitors; 360,000 compounds, 0.2% hits; AID 720542;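 further: potency means the concentration at half of the fitted maximal effect; 0% = vehicle wells and -100% = peptide control; nearly all actives have a fitted effect of over 45% in size; some results filed as inactive show a strong effect at the top dose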
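AMA1 (3D7) with his tag at 25 nM final met compounds first, then biotinylated RON2 peptide at 25 nM; detection used donor plus acceptor beads, 10 µg/mL apiece, read by AlphaScreen after 30 min at room temperature.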
LmPK inhibitor – blocks Leishmania mexicana pyruvate kinase activity; Q27686; purified LmPK, Kinase-Glo ATP luminescence, 1 h; Potency, µM (doses to about 57.5 µM), for the others: at the top dose activity change, negative = inhibition, actives largely listed as inhibitors; 290,000 compounds, 0.37% hits; AID 1721; further: potency means the concentration at half of the fitted maximal effect; on the % scale 0 is the no-effect control and ±100 the full control effect
Target sequence (Q27686 whole entry, looked up): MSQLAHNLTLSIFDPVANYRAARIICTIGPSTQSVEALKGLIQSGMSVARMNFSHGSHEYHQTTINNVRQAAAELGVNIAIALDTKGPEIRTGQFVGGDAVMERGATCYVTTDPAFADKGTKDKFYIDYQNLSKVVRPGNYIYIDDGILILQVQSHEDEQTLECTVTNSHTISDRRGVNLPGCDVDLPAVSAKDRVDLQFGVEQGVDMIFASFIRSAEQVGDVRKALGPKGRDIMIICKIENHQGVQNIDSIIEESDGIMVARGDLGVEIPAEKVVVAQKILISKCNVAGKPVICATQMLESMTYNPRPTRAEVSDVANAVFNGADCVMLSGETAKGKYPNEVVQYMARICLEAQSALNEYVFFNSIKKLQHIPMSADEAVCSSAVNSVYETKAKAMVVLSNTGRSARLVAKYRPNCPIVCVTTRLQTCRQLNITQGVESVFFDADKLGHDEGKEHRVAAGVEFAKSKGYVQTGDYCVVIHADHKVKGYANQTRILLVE
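In 50 mM imidazole pH 7.2 with 7 mM MgCl2, LmPK (0.1 nM) turned over PEP (0.5 mM) and ADP (0.1 mM) for 1 h at room temperature. Luciferase read-out of ATP.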
Pf growth 96h – P. falciparum growth inhibition at 96 hour, primary screen for plastid delayed-death inhibitors; 320,000 compounds, 6.9% hits; Potency, µM (top dose mostly 28.7 µM), for the others: at the top dose activity change, negative = inhibition, most hits filed as inhibitors; P. falciparum luciferase reporter growth, 96 h; further: potency means the concentration at half of the fitted maximal effect; on the % scale 0 is the no-effect control and ±100 the full control effect
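Infected RBCs, 2% Hct / 0.05% parasitemia final; luciferase-reporter P. falciparum; cpd 96 h, 37 C, 5% CO2; luciferase detection reagent; luminescence.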
Shiga inhibitor – Shiga toxin inhibition; Vero cells, Shiga toxin protein synthesis inhibition reporter; inhibition, % at 38.7 µM; 290,000 compounds, 9.2% hits; in the data active means inhibition mostly above about 28%, no sharp cut-off; inactive means mostly below about 43%; further: 0% is about no effect
Cycloheximide cs – affects cycloheximide protein synthesis inhibition readout, counter-screen; 300,000 compounds, 12% hits; AID 2314; cell reporter, cycloheximide protein synthesis inhibition counterscreen; max response, %; in the data active means max response mostly above about 13%, no sharp cut-off; inactive means mostly below about 14%; further: read at 38.3 µM for the half of the compounds with a filed dose; 0% is about no effect
Starred values were filed as active, the others as inactive; ? = inconclusive; . = not tested or not shown; & = joins results of further samples; [ ] = remark or other dose. Unless noted, the call rests on the fitted dose curve; in most records, active means well fitted curve in the direction sought with a large enough effect; inconclusive means small, poorly fitted or top-dose-only effect, or another doubt; inactive means no such curve, though single readings can be large; an effect the other way counts as inactive or inconclusive. An unsorted share of the library; 21% or so of the library scored in one or more.

SMILES	TbPYK inhibitor	Pf growth 48h	AMA1-RON2 inh	LmPK inhibitor	Pf growth 96h	Shiga inhibitor	Cycloheximide cs
CN(CC(=O)Nc1ccc(F)c(F)c1)S(=O)(=O)c1cccc2cccnc12	2.1%	1.8%	-9.3%	0.8%	13.1µM*	6.5	-2.7
Cc1ccnc(NC(=O)c2ccc(OCC3CCCO3)cc2)c1 (centres undefined)	-20.1%	-44.3%	-10.3%	.	3.1%	.	.
O=C(CSc1nc2ccsc2c(=O)n1NC(=O)c1ccccc1)NCc1ccco1	-13.6%	40.2%[activator]	-17.2%	4.0%	-9.1%	34.5	14.3
C=CCSc1ncnc2sc(C)c(C)c12	1.0%	-3.7%	9.8%	-3.0%	61.9%[activator]	-2.8	-4.0
COc1ccc(CCNC(=O)c2cccc(S(=O)(=O)N3CCOCC3)c2)cc1OC	-3.7%	?	7.5%	.	?	.	.
COc1cccc(NC(=O)c2nc(SC)ncc2Cl)c1	1.6%	7.4%	12.0%	-0.6%	-23.4%	29.0	8.6
CC(C)(C)N(NC(=O)c1ccccc1)C(=O)c1cccc(C(=O)N(NC(=O)c2ccccc2)C(C)(C)C)c1	2.7%	?	-19.4%	2.7%	?	-14.3	-2.0
CCc1nc(SCC(N)=O)c2c(=O)n(C)c(=O)n(C)c2n1	0.1%	17.2%	2.5%	-0.3%	21.5%	13.8	-0.9
Cc1ccc(OCC(O)Cn2c(=N)n(Cc3ccccc3)c3ccccc32)cc1 (centres undefined)	11.2%	.	-13.0%	1.9%	3.7µM*	-6.1	-4.1
COc1cc(OC)nc(NC(=O)C(C)C)n1	2.4%	.	-1.3%	6.3%	?	15.0	-1.2
CCN(CC)CCN1C(=O)C(O)=C(C(=O)c2cccs2)C1c1ccccn1 (centres undefined)	-6.0%	.	27.2%	0.6%	0.0%	20.5	20.0*
Cc1cc(NC(=O)C(C)C)n(-c2nc3ccccc3s2)n1	-3.8%	48.2%[activator]	3.4%	-10.6%	63.2%[activator]	68.6*	31.4*
O=C(NCCc1ccccc1)c1ccc2c(c1)S(=O)(=O)N=C1CCCCCN12	1.4%	-16.1%	0.5%	.	?	.	.
O=c1[nH]cnc(O)c1C(c1ccc2c(c1)OCO2)c1c(O)nc[nH]c1=O	-5.8%	-7.4%	-2.9%	-1.3%	?	-23.0	3.6
COc1ccc(CCNc2nc(Cl)nc(NC(C)(C)CO)n2)cc1OC	2.1%	-12.6%	8.7%	-1.4%	?	-6.5	1.5

The last 3 compounds of the section above come first, to join the parts:
SMILES	TbPYK inhibitor	Pf growth 48h	AMA1-RON2 inh	LmPK inhibitor	Pf growth 96h	Shiga inhibitor	Cycloheximide cs
O=C(NCCc1ccccc1)c1ccc2c(c1)S(=O)(=O)N=C1CCCCCN12	1.4%	-16.1%	0.5%	.	?	.	.
O=c1[nH]cnc(O)c1C(c1ccc2c(c1)OCO2)c1c(O)nc[nH]c1=O	-5.8%	-7.4%	-2.9%	-1.3%	?	-23.0	3.6
COc1ccc(CCNc2nc(Cl)nc(NC(C)(C)CO)n2)cc1OC	2.1%	-12.6%	8.7%	-1.4%	?	-6.5	1.5
Cn1nc(C(=O)N2CCN(c3ccccc3)CC2)c2c1-c1ccccc1S(=O)(=O)C2	0.0%&2.0%	-6.2%	10.2%	-4.2%	16.4%	1.9	-3.8
CC(=O)c1cccc(NC(=O)NNC(=O)c2ccc3ccccc3c2)c1	29.4%	19.2%	58.2%[activator]	-2.8%	?	-5.1	1.2
c1coc(C2=NCCc3ccccc32)c1	-10.5%	1.1%	-3.3%	1.4%	0.0%	7.1	3.8
CC(C)N=C(NC#N)SCc1ccccc1	2.9%	11.8%	-6.8%	3.1%	4.0%	3.1	2.6
Cc1ccc(S(=O)(=O)N2CCC(C(=O)N[C@@H](C)C(=O)NC3CCCCC3)CC2)cc1	0.6%	6.9%	-6.6%	-2.2%	-23.1%	-13.5	2.3
CCC(C)(C)n1nnnc1C(c1ccc(N(C)C)cc1)N1CCN(C2CCCCC2)CC1 (centres undefined)	-18.7%	-6.8%	-12.5%	1.4%	.	-12.8	-2.5
CN(C)S(=O)(=O)c1ccc(C(=O)Nc2nnc(SCc3ccccc3)s2)cc1	8.1%	15.4%	4.1%	0.1%	49.0%[activator]	0.7	5.2
O=C(COC(=O)CNC(=O)c1cccc([N+](=O)[O-])c1)NCc1ccco1	6.1%	5.3%	4.4%	4.4%	49.6%[activator]	-9.1	-0.9
COc1ccccc1-c1noc(-c2ccco2)n1	2.7%	77.0%[activator]	12.5%	?	.	79.6*	51.3*
COC(=O)[C@H](Cc1ccccc1)NC(=O)NCCc1ccc(F)cc1	5.7%	-0.5%	12.2%	2.7%	19.0%	-2.4	0.8
Cc1ccc(N(CC(=O)N2CCN(c3ccccc3F)CC2)S(=O)(=O)c2c(C)noc2C)cc1	-8.1%&7.8%	?	-0.9%	-1.3%	9.28µM*	-2.0&1.1	2.8&5.4
O=C(NCc1ccc2c(c1)OCO2)c1ccc2c(c1)C(=O)N(CC1CCCO1)C2=O (centres undefined)	-4.5%	-0.2%	1.3%	-5.2%	-1.0%	7.2	-0.7
Cc1c(Nc2nc3ccccc3nc2N2CCN(c3ccccc3)CC2)c(=O)n(-c2ccccc2)n1C	0.0%	?	8.9%	1.3%	-21.4%	-15.4	-1.6
CCOC(=O)C1(CCOC)CCN(Cc2ccc3nonc3c2)CC1	-1.8%	13.2%	-6.3%	-1.5%	1.5%	-10.1	-2.8
COc1ccc(C(=O)N2CCN(c3ccccc3)CC2)cc1S(=O)(=O)N1CCCC1	-5.1%	14.0%	-10.5%	-5.8%	?	-11.2	-1.9
CCn1c2ccccc2c2cc(NC(=O)C3CCN(S(=O)(=O)c4cccs4)CC3)ccc21	0.0%	.	-0.1%	0.9%	11.6%	5.2	-3.0
Cc1ccc(S(=O)(=O)NCCC(=O)OCn2nnc3ccccc3c2=O)cc1	0.7%	16.9%	-16.2%	-0.3%	?	1.4	-1.3

Limited to LmPK inhibitor and AMA1-RON2 inh (4 entries from above):
Structure | LmPK inhibitor | AMA1-RON2 inh
Cn1nc(C(=O)N2CCN(c3ccccc3)CC2)c2c1-c1ccccc1S(=O)(=O)C2 | -4.2% | 10.2%
Cc1c(Nc2nc3ccccc3nc2N2CCN(c3ccccc3)CC2)c(=O)n(-c2ccccc2)n1C | 1.3% | 8.9%
c1coc(C2=NCCc3ccccc32)c1 | 1.4% | -3.3%
CCn1c2ccccc2c2cc(NC(=O)C3CCN(S(=O)(=O)c4cccs4)CC3)ccc21 | 0.9% | -0.1%

3 compounds from above, arranged by SMILES length, lowest first.
SMILES	TbPYK inhibitor	Pf growth 48h	AMA1-RON2 inh	LmPK inhibitor	Pf growth 96h	Shiga inhibitor	Cycloheximide cs
CCN(CC)CCN1C(=O)C(O)=C(C(=O)c2cccs2)C1c1ccccn1 (centres undefined)	-6.0%	.	27.2%	0.6%	0.0%	20.5	20.0*
O=C(NCc1ccc2c(c1)OCO2)c1ccc2c(c1)C(=O)N(CC1CCCO1)C2=O (centres undefined)	-4.5%	-0.2%	1.3%	-5.2%	-1.0%	7.2	-0.7
Cc1c(Nc2nc3ccccc3nc2N2CCN(c3ccccc3)CC2)c(=O)n(-c2ccccc2)n1C	0.0%	?	8.9%	1.3%	-21.4%	-15.4	-1.6

Screening results as filed in PubChem BioAssay.
